TWEAK Fn14 block: inhibitors of TWEAK-Fn14 interaction signaling | TWEAK-stimulated Fn14 reporter cells, luciferase luminescence, 8 h | inhibition, % at 10 µM | hit rate 2% among 360,000 | AID 1159606; in the data active means inhibition above about 50%
Shn3 3UTR inh: Schnurri-3 reporter inhibition in Clone20 osteoblasts; inhibition, % at 12.5 µM; hit rate 0.52% among 360,000; AID 588674; Clone20 osteoblast Shn3 3'UTR firefly luciferase, 24 h;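 active means mean inhibition of at least 75% with every replicate also reaching 75%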;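 further: 0% = median of neutral control wells and 100% = pilot-screen positive control compound; some compounds past the cut are filed as inactive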
SRC1 inh: inhibitors of human steroid receptor coactivator 1 (SRC1). inhibition, % at 3.6 µM. HEK293 GAL4-SRC1 luciferase reporter, luminescence. AID 588354. hit rate 0.12% among 360,000;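 active means inhibition above the campaign mean plus 3 SD, with each screening campaign given its own cutoff, cut at about 60% in these data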;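 further: 0% = DMSO treated cells and 100% = gossypol at 36 µM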
TROY NFkB inh: inhibitors of TROY-dependent NF-kB signaling. Q293 LMP1-TROYcd NF-kB luciferase reporter, 4 h. inhibition, % at 10 µM. hit rate 0.98% among 360,000;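 active means compounds whose plate-normalised and pattern-corrected inhibition of the luciferase reporter signal at the single screening dose is 50% or more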
NCOA3 inh: human NCOA3 inhibition; HEK293 GAL4-SRC3 luciferase reporter, luminescence; inhibition, % at 3.6 µM; hit rate 0.17% among 360,000;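 active means inhibition above a per-campaign cutoff, the mean of all compounds plus 3 SD, cut at about 60% in these data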;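 further: 0% = DMSO-treated cells and 100% = gossypol-treated cells at 36 µM; higher means less SRC3-driven luciferase light from the GAL4 reporter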
LRH-1 inv ag: inverse agonists of human LRH-1 (NR5A2) | O00482 | HEK293T StAR-luciferase reporter, LRH-1 transfected, 24 h | inhibition, % at 3.6 µM | hit rate 0.13% among 360,000 | AID 602396;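 active means inhibition above the mean inhibition of all tested compounds plus 3 SD, cut at about 73% in these data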;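 further: 0% = DMSO wells and 100% = reporter-only cells lacking LRH-1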
Target sequence (O00482 whole entry, looked up): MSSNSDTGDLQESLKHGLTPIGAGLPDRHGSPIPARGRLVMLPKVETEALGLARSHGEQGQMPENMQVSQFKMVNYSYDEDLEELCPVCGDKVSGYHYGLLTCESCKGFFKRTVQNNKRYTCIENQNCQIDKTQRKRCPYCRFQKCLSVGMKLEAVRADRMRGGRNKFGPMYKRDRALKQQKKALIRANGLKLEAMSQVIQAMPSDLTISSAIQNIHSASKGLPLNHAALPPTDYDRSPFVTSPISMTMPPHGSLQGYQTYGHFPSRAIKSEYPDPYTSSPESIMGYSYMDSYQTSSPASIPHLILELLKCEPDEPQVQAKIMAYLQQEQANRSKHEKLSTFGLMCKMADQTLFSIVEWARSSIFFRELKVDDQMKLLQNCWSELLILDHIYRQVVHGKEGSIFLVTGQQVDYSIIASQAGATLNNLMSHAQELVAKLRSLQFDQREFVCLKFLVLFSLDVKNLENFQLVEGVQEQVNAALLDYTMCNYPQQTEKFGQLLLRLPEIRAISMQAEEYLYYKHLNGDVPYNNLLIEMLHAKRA
CF NFkB block: inhibitors of cystic fibrosis induced NF-kB. KKLEB NF-kB-GFP reporter, PAF-induced, GFP fluorescence overnight. inhibition, % at 5 µM. hit rate 0.86% among 360,000;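 active means at least 50% inhibition at 5 µM, scaled per plate between neutral and stimulator controls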;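 further: PAF is a Pseudomonas aeruginosa culture filtrate used as stimulus; plate controls were PAF-stimulated DMSO wells for no effect and unstimulated DMSO wells for full effect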
KKLEB tox: CF airway cell cytotoxicity counter-screen; KKLEB CF airway cells viability, ATPlite luminescence, overnight; stronger effect = lower value; cells stimulated with P. aeruginosa culture filtrate; activity change (cytotoxicity), % at 5 µM; hit rate 0.36% among 360,000;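 active means corrected activity change at or below -50% at 5 µM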
EBV LMP1 NFkB: reduces LMP1-driven NF-kappaB luciferase signal; LMP1-induced NF-kappaB luciferase reporter cells, luminescence; inhibition, % at 12.5 µM; hit rate 0.69% among 350,000; AID 504558; in the data active means inhibition above about 41%;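 further: 0% = neutral control wells and 100% = reference inhibitor control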
C8 TRAIL sens: caspase-8 TRAIL sensitization | NB7+C8 cells + TRAIL, ATPlite viability luminescence | hit rate 1% among 360,000 | AID 624354 | inhibition (viability loss, TRAIL sensitization), % at 10 µM;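 active means compounds causing at least 50% loss of cell viability in the single-dose screen, relative to plate controls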
COUP-TFII inh: inhibitors of human COUP-TFII (NR2F2); P24468; HEK293T NGFI-A luciferase reporter, luminescence; inhibition, % at 8.6 µM; hit rate 0.7% among 370,000; AID 686940;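 active means inhibition above a per-plate cutoff, mean inhibition of test wells between control levels plus 3 SD, cut at about 38% in these data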;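 further: cells cotransfected with COUP-TFII expression vector driving the NGFI-A reporter; 0% = median of COUP-TF2 test wells and 100% = reporter-only cells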
Target sequence (P24468 whole entry, looked up): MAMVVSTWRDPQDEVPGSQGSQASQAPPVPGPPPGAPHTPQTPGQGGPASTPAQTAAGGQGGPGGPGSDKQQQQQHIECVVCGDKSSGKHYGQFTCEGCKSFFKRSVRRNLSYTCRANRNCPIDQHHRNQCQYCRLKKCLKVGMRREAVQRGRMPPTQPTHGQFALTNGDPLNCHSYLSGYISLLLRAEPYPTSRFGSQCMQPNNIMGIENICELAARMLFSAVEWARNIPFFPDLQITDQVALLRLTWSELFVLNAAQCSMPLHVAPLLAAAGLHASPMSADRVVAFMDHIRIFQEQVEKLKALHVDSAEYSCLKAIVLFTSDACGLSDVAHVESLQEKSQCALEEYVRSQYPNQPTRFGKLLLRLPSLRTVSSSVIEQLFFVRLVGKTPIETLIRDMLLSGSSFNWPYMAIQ
An asterisk follows results filed as active; x = not tested or not shown. Some of the compounds tested. The share of hits here may be higher or lower than overall.

SMILES	TWEAK Fn14 block	Shn3 3UTR inh	SRC1 inh	TROY NFkB inh	NCOA3 inh	LRH-1 inv ag	CF NFkB block	KKLEB tox	EBV LMP1 NFkB	C8 TRAIL sens	COUP-TFII inh
COC(=O)c1ccc(NC(=O)CSc2nc3cccnc3n2C)cc1	11	31	-6	17	16	2	-7	-10	9	12	14
C=CCNc1nc2ccccc2nc1NS(=O)(=O)c1cccc(C)c1	-37	-13	4	2	-3	-1	11	-5	2	5	12
Nc1ccc(C=Cc2ccc(N)cc2)cc1	-1	-36	-44	-1	-65	-33	-5	-10	x	4	-25
Cc1ccc(-c2nn[nH]n2)o1	4	42	-2	9	-18	-4	1	10	-6	-6	4
O=S(=O)(Nc1ccc(N2CCOCC2)cc1)c1ccccc1	-2	-19	-18	-8	11	-19	3	-7	11	5	16
O=C(Cn1cnc2ccccc21)c1ccccc1	-7	-10	-11	11	-13	-9	-10	-8	8	4	2
NC(=O)CSc1ncc(-c2ccccc2)[nH]1	4	-19	-23	-34	1	-17	5	1	-23	5	-14
COC(=O)c1ccccc1NC(=O)CSc1nnc(C(C)NC(=O)c2ccc(Cl)cc2Cl)n1C (stereo unspecified)	-1	-5	1	-2	10	8	4	7	-1	-8	9
COc1cc(NC(=S)NCCCO)c(OC)cc1Cl	14	-30	8	-2	-16	-3	10	1	2	11	-6
CCOC(=O)c1sc2nc(-c3cccnc3)ccc2c1N	-17	0	-123	-68	-102	-196	-34	-12	-16	59*	-49
O=c1c2ccccc2nc(/C=C/c2c[nH]c3ccccc23)n1-c1ccc([N+](=O)[O-])cc1	-23	12	-32	-27	-9	5	-14	-14	-22	9	2
CC(C)(NS(=O)(=O)OCC(Cl)(Cl)Cl)c1ccccc1	-14	-36	-20	-2	-5	-13	-6	10	-8	-9	-8
O=C(CCn1c2c(c3ccccc31)CCCC2)NNC(=O)c1ccccc1[N+](=O)[O-]	-2	-3	6	-3	8	8	2	-7	2	-9	-2
COc1ccc([N+](=O)[O-])cc1NC(=O)c1ccc(-n2nc(C)cc2C)cc1	-9	21	-7	-9	5	-17	-3	7	7	0	11
C=CCn1c(-c2cc(Cl)ccc2OC)n[nH]c1=S	-2	-8	-1	13	-8	-11	-2	-8	-3	-7	-4
O=C1CN(C(=O)COC(=O)CNS(=O)(=O)/C=C/c2ccccc2)c2ccccc2N1	1	-5	10	-22	10	7	16	6	-2	-4	-6
O=C(N/N=C/c1ccc(-c2ccccc2)o1)c1ccccc1O	-13	-8	-24	34	-23	-1	-11	-13	3	7	1
O=C(OCc1nc2ccc(Cl)cc2n1CCO)c1ccccc1	7	-12	7	-6	14	-7	-18	7	0	1	2
Cc1sc(NC(=O)c2ccc3ncsc3c2)c(C(N)=O)c1C	0	-87	-82	-33	-103	-121	-19	-3	-38	36	-53
CCn1cc(C(=O)NC(C)C)c(=O)c2cc(F)c(N3CCN(C(=O)c4ccco4)CC3)cc21	2	15	11	-6	-7	11	4	2	5	22	10
Cc1ccc2[nH]c(CSc3ccccc3)cc(=O)c2c1	-3	48	-3	-2	-5	-14	3	4	11	23	21
Cc1c(C(=O)NCc2ccc(Cl)c(Cl)c2)sc(=O)n1Cc1ccc(S(=O)(=O)N(C)C)cc1	67*	27	5	39	4	12	-12	-17	x	12	38*
O=C(CSc1nnc(-c2ccc(S(=O)(=O)N3CCCC3)cc2)n1CC1CCCO1)NC1CC1 (stereo unspecified)	17	-1	-14	-12	-3	2	6	-10	-4	-2	-5
O=C(NC(=S)Nc1ccc(Br)cc1)C1CCCCC1	-19	-35	-17	-40	-4	-15	6	-3	-19	-8	-3
NC(Cc1ccccc1)c1csc(Nc2nncc3ccccc23)n1 (stereo unspecified)	-6	-18	10	-33	3	11	23	-8	x	14	-11
Continued.
SMILES	TWEAK Fn14 block	Shn3 3UTR inh	SRC1 inh	TROY NFkB inh	NCOA3 inh	LRH-1 inv ag	CF NFkB block	KKLEB tox	EBV LMP1 NFkB	C8 TRAIL sens	COUP-TFII inh
CC(C)(C)C(=O)n1nc(-c2ccccc2)oc1=O	7	4	11	-12	15	-1	6	-7	4	1	3
COc1cccc(-c2ncc3ccccc3c2COC(=O)c2ccc(F)cc2)c1	-15	-9	-14	-48	-1	-7	-27	7	3	8	21
COc1ccc(OC)c(C2=NOC(C(=O)Nc3cccnc3)C2)c1 (stereo unspecified)	4	-7	-1	-1	9	-7	11	1	0	-14	12
COC(=O)c1cn(-c2cccc(C)n2)cn1	-5	-14	-24	25	-21	-3	-4	6	-3	-1	-3
Cc1ncc(C23CC4CC(CC(C4)C2)C3)[nH]1	5	-2	5	9	8	0	13	5	1	-2	-17
O=C1NC[C@@H](CCCCN2C[C@H](Cc3ccc(O)cc3)N(CCC3CCCCC3)C(=O)C2=O)N(CCc2ccc(O)cc2)C1=O	20	x	x	-12	x	-2	x	x	x	10	13
O=S(=O)(NC1CCCCC1N1CCN(c2cccc(Cl)c2)CC1)c1ccccc1 (stereo unspecified)	-17	-5	6	-18	5	-6	11	-8	x	8	x
Nc1nnnn1/N=C/c1ccccc1OCc1ccccc1	-14	-4	-2	6	-4	-30	-12	11	5	3	-10
CCCNC(=S)NC1CC2CCCC(C1)N2Cc1ccccc1OC (stereo unspecified)	-11	-5	-2	-10	10	3	2	-1	-4	0	2
CCOC(=O)c1ccc(NC(=O)c2nccnc2C(=O)O)cc1	-42	-2	9	1	18	2	7	-3	-5	-18	-1
Cc1cc2cc(CN(CC3CCCO3)C(=O)c3cnccn3)c(=O)[nH]c2cc1C (stereo unspecified)	3	-56	-11	7	7	10	0	4	3	9	5
COc1cc(/C=C/C(=O)OCC(=O)NCc2ccc3c(c2)OCO3)cc(OC)c1OC	-24	6	-2	9	0	-15	0	-3	0	6	4
CC1(c2nnc(-c3ccc(Cl)cc3)o2)CC(c2ccc(Cl)cc2)=NO1 (stereo unspecified)	-24	-26	-21	-8	8	-30	10	-10	1	4	-3
COc1ccc(S(=O)(=O)N2CCCOC2CNC(=O)C(=O)NCCc2ccco2)cc1 (stereo unspecified)	-1	-6	1	3	2	-10	0	-3	6	2	3
CCCNC(=O)c1ccc(COc2ccc(C)cc2)o1	-1	-14	6	10	-3	-11	-21	12	7	0	-1
Cc1ccccc1NC(=O)Cc1nc(COC(=O)CSc2ccc(F)cc2)cs1	-17	2	8	3	-13	1	-23	-11	6	1	1
COc1ccc(CC(=O)NCc2ccc3c(c2)cc(C)n3C)cc1OC	-4	-17	11	-3	9	16	5	3	10	-7	-3
O=C1CCCCCCC1Sc1ccccc1[N+](=O)[O-] (stereo unspecified)	6	-28	-9	7	-6	6	-9	4	-7	0	8
COc1ccc(C2(C)NC(=O)NC2=O)cc1OC (stereo unspecified)	6	3	7	27	-2	2	-20	0	-12	8	-15
O=C(COC(=O)CNC(=O)c1ccccc1)NC12CC3CC(CC(C3)C1)C2	6	2	6	6	-1	1	-12	4	-3	13	-4
CSCCC(NC(=O)c1cccc(S(=O)(=O)N2CCN(C(C)=O)CC2)c1)c1nc2ccccc2[nH]1 (stereo unspecified)	-21	1	-5	-3	9	15	-6	-24	-5	-15	0
CCNc1ccc(Br)cc(C(=O)/C=C/c2ccccc2Cl)c1=O	8	65	4	9	1	-7	-12	3	83*	1	12
COc1ccccc1-c1noc2c1C(=O)N(Cc1cn(-c3ccccc3OC)nn1)CC2	2	x	x	-11	x	-3	x	x	x	-10	13
O=C(NCCN1CCOCC1)c1ccc2c(c1)N(Cc1ccc(Cl)cc1)CCS2	-11	-1	8	5	10	11	-9	4	17	-5	-17
CCN(CC(=O)Nc1c(F)cccc1F)C(=O)CCC(=O)c1ccc(F)cc1	14	-5	-8	-6	11	-19	10	-18	1	12	10

3 entries out of the list, ordered by formula weight, low to high.
SMILES	TWEAK Fn14 block	Shn3 3UTR inh	SRC1 inh	TROY NFkB inh	NCOA3 inh	LRH-1 inv ag	CF NFkB block	KKLEB tox	EBV LMP1 NFkB	C8 TRAIL sens	COUP-TFII inh
Nc1nnnn1/N=C/c1ccccc1OCc1ccccc1	-14	-4	-2	6	-4	-30	-12	11	5	3	-10
COc1cccc(-c2ncc3ccccc3c2COC(=O)c2ccc(F)cc2)c1	-15	-9	-14	-48	-1	-7	-27	7	3	8	21
COc1ccccc1-c1noc2c1C(=O)N(Cc1cn(-c3ccccc3OC)nn1)CC2	2	x	x	-11	x	-3	x	x	x	-10	13

(next part)
SMILES	TWEAK Fn14 block	Shn3 3UTR inh	SRC1 inh	TROY NFkB inh	NCOA3 inh	LRH-1 inv ag	CF NFkB block	KKLEB tox	EBV LMP1 NFkB	C8 TRAIL sens	COUP-TFII inh
Cc1nn(-c2ccccn2)c2c1C(c1ccncc1)C1=C(CC(C)(C)CC1=O)N2 (stereo unspecified)	-19	0	9	-6	4	3	0	-10	-11	-4	x
CN(C)S(=O)(=O)N1CCC(n2nccc2NC(=O)CCCc2ccccc2)CC1	-5	-1	0	8	7	-1	5	-3	-3	-9	5
COc1ccccc1C(=O)Nc1ccc(OCC(=O)N2C(C)CCCC2C)cc1 (stereo unspecified)	-24	-4	-8	-3	-2	-22	-2	-3	2	20	-12
Cn1c(-c2ccc(F)cc2)cnc1SCC(=O)Nc1ccccc1N1CCOCC1	-9	-91	-30	-12	-20	-25	-6	7	-36	20	-27
COc1ccc(NC(=O)C2CC(c3ccc(Cl)cc3)=NO2)cc1 (stereo unspecified)	-2	-6	9	-4	-7	-7	16	-14	-7	6	-5
Cn1ccnc1SCC(=O)c1ccc(C#N)cc1	15	-5	-14	-8	-11	-11	-4	-12	-7	12	8
COC(=O)c1ccc(NC(=O)C2CC(=O)N(c3ccc(C)cc3)C2)cc1 (stereo unspecified)	0	-5	-7	-27	-4	7	2	-5	-1	47	14
CC(=O)c1ccccc1OCc1ccc(C(=O)c2ccccc2)cc1	-1	70	-35	11	-17	-12	14	-10	13	5	23
O=C(COC(=O)c1cc(Br)ccc1O)NC12CC3CC(CC(C3)C1)C2	19	12	-6	13	-10	2	-11	12	4	-9	-6
CC1C(=O)N2CCCc3cc(NS(=O)(=O)c4ccccc4)cc1c32 (stereo unspecified)	7	11	-23	9	-6	-2	8	-2	-4	-6	6
Cc1ccc2cc([N+](=O)[O-])ccc2n1	-5	-3	-6	-14	-4	26	-5	18	5	-3	22
CCc1ccc2[nH]c(=O)c(CN(Cc3ccc(OC)cc3)Cc3nnnn3CCOC)cc2c1	-8	6	-13	-17	-21	5	-7	-1	5	-5	-5
CC(C)CNC(=O)C1c2ccccc2Oc2ccccc21	-6	-39	-6	16	25	11	-1	6	-10	-4	-12
O=C(COC(=O)c1ncc(Cl)c(Cl)c1Cl)Nc1ccc(Cl)cn1	8	-1	-21	-17	-23	14	15	9	-6	0	8
COc1cccc(-c2nnc(SCC(=O)N3CCCC3=O)n2-c2ccccc2)c1	-27	-25	-1	3	14	5	7	-8	0	-1	-1
COc1ccc(CNC(=O)CCNS(=O)(=O)c2ccc(Br)s2)cc1	-2	-2	10	-13	-5	-1	2	6	-34	-20	-8
O=C(Nc1ccon1)c1cccc(Cl)c1	7	-8	7	3	0	6	0	5	9	-18	0
CCN(CC(=O)NCc1ccc(Cl)cc1)C(=O)NCc1ccc(Cl)cc1	8	4	-7	-6	-7	-7	-3	2	-5	14	-10
Cc1ccn2c(=O)c(C(=O)O)cnc2c1	-8	0	10	1	24	-5	-25	17	0	11	-18
Cc1ccc(CSc2nc3[nH]ncc3c(=O)[nH]2)cc1	-6	-65	-50	-16	-30	-56	-7	5	-4	15	-23
